Source: PubChem
CSM14.1 death rescue = rescue of cells from ER stress-induced death, primary screen, 384-well, CSM14.1, thapsigargin, ATP luminescence (AID 1222); CSM14.1 thapsigargin-induced death rescue, ATP luminescence; higher % means a stronger effect; cellular ATP content (survival), % at 20 µM, or EC50 in µM where a hit was titrated; 190,000 tested, under 10 active;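 active = EC50 below 50 µM in the dose-response confirmation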;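 note: death triggered by thapsigargin at about 15 µM added after 2 h compound pretreatment; cell ATP read after overnight thapsigargin exposure of roughly 18 to 22 hours; normalized against plate controls of thapsigargin alone and 5% DMSO vehicle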
K1F lysis inhibition = inhibition of K1F phage lysis, E. coli UTI89, bacterial capsule biogenesis inhibitors, alamar blue (AID 488966). E. coli UTI89 K1F phage lysis, alamar blue, 2 h; higher % means a stronger effect. one-dose inhibition, % at 100 µM; IC50 in µM for titrated hits. hit rate 0.02% among 340,000;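 active = phage lysis inhibition, versus mean bacterial control, above a set limit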;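 note: capsule biogenesis inhibitors block K1F phage lysis so surviving cells raise fluorescence; higher fluorescence means more inhibition of phage lysis; actives were called in the ten point dose series up to 300 µM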
human PMI inhibition = inhibitors of human PMI, primary screen, biochemical, fluorescence intensity, coupled assay (AID 1209). hit rate 0.42% among 190,000. purified PMI enzyme, coupled fluorescence intensity; higher % means a stronger effect. inhibition, % at 20 µM; hits with a dose series show IC50 in µM;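 note: plate controls were DMSO vehicle for no effect and wells lacking substrate for full effect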
Hep lipid drop = modulators of hepatic lipid droplet formation; hit rate 0.4% among 240,000; AML12 mouse hepatocytes, oleate lipid droplets, BODIPY imaging; inhibition, % at 6.5 µM;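 active = lipid droplet intensity inhibited by at least 50%, with more than 500 cells counted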
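Assay system: AML12 hepatocytes (mouse); Probe or stimulus: oleic acid at 100 µM to induce lipid droplet formation; Dosing: compound at 6.5 µM only; Schedule: compound with oleate, overnight; Detection: fluorescence imaging, 20x objective, two fields per well; Measure: % inhibition of lipid droplet signal.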
WT yeast gro inh = growth inhibition of WT yeast, mitochondrial fusion screen | inhibition, % at 10 µM | hit rate 2.1% among 190,000 | mitochondrial fusion phenotypic screen, WT strain | AID 1362; in the data active = inhibition above about 58%; tested in S. cerevisiae
PMI inhibition = MPI inhibition at elevated mannose 6-phosphate – biochemical, fluorescence intensity, high mannose 6-phosphate, primary screen (AID 1220); one-dose inhibition, % at 20 µM; IC50 in µM for titrated hits; hit rate 0.66% among 190,000; recombinant PMI enzyme, coupled fluorescence intensity; higher % means a stronger effect
TNAP activators = stimulation of alkaline phosphatase TNAP activity – biochemical, luminescent, no phosphate acceptor, uHTS, primary screen (AID 1001). activation fold at 20 µM; hits with a dose series show EC50 in µM. hit rate 0.03% among 200,000. purified TNAP, luminescent activation assay, no phosphate acceptor; higher activation fold means a stronger effect; in the data active = activation fold from about 3, or a potency from the dose series; inactive = the rest, 99 in 100 with activation fold below about 1.6; note: many of its hits are not listed in these tables
Myeloid diff MLP = compounds promoting myeloid differentiation. ER-HoxA9 myeloid progenitors, lysozyme-GFP differentiation, flow cytometry. calls only at 10 µM. hit rate 1% among 360,000. AID 624256;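 active = normalized GFP-positive differentiation at or above the plate's own cutoff, the solvent-only control mean plus 3 SD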;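 note: cells exposed to compound for four days before flow analysis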
P. falciparum M1AAP = malaria alanyl aminopeptidase activity blockers – biochemical, fluorogenic H-Leu-NHMec substrate, 1536-well (AID 1445); hit rate 0.42% among 220,000; inhibition, % at 30 µM, or IC50 in µM where a hit was titrated; recombinant M1AAP, H-Leu-NHMec fluorogenic kinetic assay; higher % means a stronger effect;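 active = primary inhibition above the hit cutoff, then over 50% inhibition at one or more dose response concentrations, cut at about 23% in these data, passing the limit was not always enough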;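 note: plate controls were DMSO full reaction for no effect and no enzyme background for full effect; strong numbers were not always called active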
WT yeast gro inh mutant strain = also measured in WT yeast gro inh; calls as there; inhibition, %; mitochondrial fusion phenotypic screen, mutant strain inhibition
Hep lipid drop cells 6.5 µM = also measured in Hep lipid drop; calls as there; cell count; measured here: cell count, cytotoxicity flag;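 cells counted across two imaged fields per well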
Myeloid diff MLP GFP+ MAC1+ % = further read-out of Myeloid diff MLP, marked with its call; GFP+ MAC1+ double positive, %; measured here: differentiation confirmed by MAC1 staining
Active calls of the source: *; i = inactive; · = not tested or not shown; + = active, no number; [ ] = remark or other dose. Cut-off read from the data, not from the text of the source, unless noted: active = inhibition above about 50%; inactive = the rest. The order is random. Share with any hit: about 4.6%.

item	compound	CSM14.1 death rescue	K1F lysis inhibition	human PMI inhibition	Hep lipid drop	Hep lipid drop cells 6.5 µM	WT yeast gro inh	WT yeast gro inh mutant strain	PMI inhibition	TNAP activators	Myeloid diff MLP	Myeloid diff MLP GFP+ MAC1+ %	P. falciparum M1AAP
1	CC(C)C(=O)Nc1nnc(SCC(=O)Nc2ccc3c(c2)OCO3)s1	-2.4%	0.2%	0%	28	641	-6	7	-6%	1.1	i	0.5	-1%
2	Cc1noc(C)c1C(=O)OCC(=O)NCCC1=CCCCC1	-0.5%	-0.5%	6%	-5	783	1	-14	2%	1.1	i	1.1	-3%
3	O=c1n(CCCN2CCN(c3cccc(Cl)c3)CC2)nc2ccccn12	-1.8%	6.4%	-15%	4	702	-4	-9	-10%	1.1	i	1.6	3%
4	Cn1c(CN2CCCCC2)nc2cc(NC(=O)c3cccs3)ccc21	·	0.1%	3%	-2	693	18	8	4%	1.1	i	5.8	-1%
5	O=C(Nc1cccc(Cl)c1)Nc1nnc(CSCCOc2ccc(Cl)cc2)s1	-0.6%	5.7%	3%	-6	571	-2	-29	-2%	1.1	i	0.8	14%
6	COc1ccc(NC(=O)COc2ccc(-c3nn(C)c(=O)c4ccccc34)cc2)cc1	6.3%	-0.1%	4%	11	768	2	-10	-2%	1	i	0.6	0%
7	COc1c(Cl)ccc(Cl)c1C(=O)NCc1ccco1	-0.5%	-0.5%	-2%	2	694	0	7	13%	1	i	1.9	4%
8	COc1cnn(-c2ccc(Br)cc2)c(=O)c1SCc1ccccc1	-2.6%	0.7%[50 µM]	9%	-16	501	22	-4	10%	1	i	0.2	1%
9	CCOC(=O)c1cnn2c(C)cc(-c3ccc(F)cc3)nc12	0.5%	2.3%[50 µM]	-6%	·	·	7	19	-1%	1.2	i	0.9	6%
10	CSCCC(C(=O)Nc1ccc2c(c1)OCO2)N1C(=O)c2ccccc2C1=O (stereo unspecified)	·	-0.7%	10%	5	676	-9	20	6%	1.1	i	0.8	5%
11	CCN1CCN(CCCNC(=O)c2ccc3c(c2)NC(=O)c2ccccc2S3)CC1	-3.0%	1.4%	6%	-3	629	7	-1	-1%	1.1	i	2.1	15%
12	CCOC(=O)/C(=C\Nc1ccccc1C(F)(F)F)Sc1ncc(C(F)(F)F)cc1Cl	3.5%	0.4%	20%	-32	726	10	2	15%	1	i	0.8	6%
13	COc1ccc(-n2cnnc2SCC(=O)Nc2cccc(S(=O)(=O)N3CCCCC3)c2)cc1	1.6%	0.5%[50 µM]	10%	14	564	-17	-4	9%	1.1	i	1.8	7%
14	CC(=O)N1CCc2cc(S(=O)(=O)N3CCc4ccccc4C3)ccc21	-5.9%	0.1%	-10%	-18	757	3	19	-10%	1.1	i	2.3	2%
15	CS(=O)(=O)c1ccc2nc(NC(=O)C3=NN(c4ccccc4)C(=O)CC3)sc2c1	·	-0.2%	·	8	641	·	·	·	·	i	0.3	15%

Single entries from the results shown.
CSM14.1 death rescue, cpd 13 is entered as 1.6%
Myeloid diff MLP GFP+ MAC1+ %, cpd 6 is entered as 0.6

Ordered by the number under TNAP activators (falling): some entries from above.
entry	mol	human PMI inhibition	WT yeast gro inh mutant strain	PMI inhibition	TNAP activators	Myeloid diff MLP GFP+ MAC1+ %	P. falciparum M1AAP
9	CCOC(=O)c1cnn2c(C)cc(-c3ccc(F)cc3)nc12	-6%	19	-1%	1.2	0.9	6%
5	O=C(Nc1cccc(Cl)c1)Nc1nnc(CSCCOc2ccc(Cl)cc2)s1	3%	-29	-2%	1.1	0.8	14%
12	CCOC(=O)/C(=C\Nc1ccccc1C(F)(F)F)Sc1ncc(C(F)(F)F)cc1Cl	20%	2	15%	1	0.8	6%

Other compounds
item	compound	CSM14.1 death rescue	K1F lysis inhibition	human PMI inhibition	Hep lipid drop	Hep lipid drop cells 6.5 µM	WT yeast gro inh	WT yeast gro inh mutant strain	PMI inhibition	TNAP activators	Myeloid diff MLP	Myeloid diff MLP GFP+ MAC1+ %	P. falciparum M1AAP
16	COCCn1c(SCc2cc(C(C)=O)ccc2OC)nc2cc(Cl)ccc2c1=O	18%	-0.1%	16%	5	630	58	-3	12%	1.1	i	1.0	2%
17	O=C(O)CNS(=O)(=O)c1cc(Cl)c(Cl)cc1Cl	-2.5%	1.8%	-9%	10	762	-9	-7	-18%	1	i	1.2	9%
18	COC(Cn1c(-c2cccc(S(=O)(=O)N(C)C)c2)n[nH]c1=S)OC	-0.9%	-0.1%	5%	11	715	-24	12	4%	1	i	0.3	13%
19	CCOC(=O)c1c(NC(=O)N/N=C/c2ccccc2OCC)sc(C(C)=O)c1C	-1.4%	0.7%	4%	-8	632	-4	-1	-9%	·	i	0.3	3%
20	COC(=O)c1c(NC(=O)C2CCCCC2C(=O)O)sc2c1CCCCC2 (stereo unspecified)	0.2%	-0.6%	6%	7	698	-12	-4	-3%	1	i	1.3	19%
21	O=c1c(F)cn(C2CCCO2)c(=O)n1Cc1ccc(Cl)cc1 (stereo unspecified)	-1.7%	-0.1%	9%	16	732	5	10	-1%	1	i	0.3	-7%
22	COc1cccc(C(=O)N2CCN(Cc3ccccc3C(F)(F)F)CC2)c1	0.7%	-0.3%	7%	·	·	18	5	-6%	1.1	i	0.5	1%
23	CCSc1nnc(NC(=O)Cc2ccc(OC)cc2)s1	-0.4%	-1.6%	6%	·	·	-8	4	-1%	0.9	i	0.9	-1%
24	CCOC(=O)C1CCCN(Cc2cn(C)nc2-c2ccc3c(c2)OCCO3)C1 (stereo unspecified)	0.1%	0.2%	5%	-2	751	-4	16	6%	1.1	i	0.1	-1%
25	CC(C)N=C(NC#N)SCC(=O)NC(C)(C)C	0.8%	-0.1%	-4%	·	·	-1	5	2%	1.1	i	0.6	5%
26	CCOc1ccc(NC(=S)C(C#N)=C2N(C)c3ccccc3N2C)cc1	-0.1%	0.1%	-1%	-18	711	2	-6	0%	1.1	i	0.7	-1%
27	O=C1C=C(NCCN2CCOCC2)CC(c2ccccc2)C1 (stereo unspecified)	-1.4%	4.6%	-5%	·	·	-12	-23	-2%	1.1	i	1.3	6%
28	CCOC(=O)C1=C(CNCc2ccc(C)cc2)NC(=O)NC1c1ccc(OC)cc1 (stereo unspecified)	3.8%	0.6%[50 µM]	18%	-22	683	4	1	10%	1.1	i	0.9	6%
29	CCOC(=O)c1c(C)[nH]c(C(=O)CN2C(=O)NC(C)(c3ccc(C)cc3)C2=O)c1C (stereo unspecified)	-1.1%	0.3%	-7%	·	·	11	7	9%	1.1	i	0.5	1%
30	O=C(c1cc2c(s1)CCCC2)n1cccn1	·	-0.1%	4%	9	684	6	20	8%	1	i	6.8	0%
31	COc1ccc(OC2OC3COC(C)(C)OC3C(O)C2NC(C)=O)cc1 (stereo unspecified)	-2.0%	0.5%	-3%	8	764	-19	-16	-4%	1.1	i	0.8	10%
32	Cc1cc(NS(=O)(=O)c2ccc3c(c2)OCCO3)no1	·	0.8%	·	2	689	·	·	·	·	i	0.3	9%
33	Cc1cc(C(=O)N2CC(C)CC(C)C2)n(-c2ccccc2)n1 (stereo unspecified)	·	0.0%	9%	-27	481	-5	-13	6%	1.1	i	2.7	-1%
34	CCc1ccc(CCC(=O)Nc2sc3c(c2C#N)CCCC3)o1	-2.8%	4.7%	14%	-97	300	28	29	7%	1.1	i	4.7	7%
35	CCn1c(NC)cc(=O)n(C)c1=O	-2.2%	0.3%	-11%	28	722	6	8	-8%	1.1	i	0.4	-3%
36	O=C(CSc1nnc(NC(=O)Cc2ccccc2)s1)NCc1ccco1	0.5%	0.5%	1%	-6	710	-1	4	4%	1.1	i	0.5	3%
37	O=C(CSc1nnc(Nc2ccccc2F)s1)NCc1ccco1	0.0%	0.3%	-5%	·	·	19	24	-18%	0.9	i	1.7	14%
38	Cc1cc(C)c(S(=O)(=O)NCCCN2CCOCC2)cc1Br	0.6%	4.5%	1%	·	·	7	5	-2%	1.1	i	4.1	2%
39	Cc1[nH]c2ccccc2c1/C=N/NC(=O)CNC(=O)c1ccccc1	·	2.2%	·	10	697	·	·	·	·	i	0.6	-3%
40	CCCCN1C(N)=NC[C@H]1Cc1ccc(O)cc1	·	1.2%	·	-3	759	·	·	·	·	i	0.8	-2%
41	O=C(Cc1ccccc1F)NCC(c1ccco1)N1CCCCC1 (stereo unspecified)	-0.5%	-0.2%	-7%	-8	695	6	-2	-6%	1.1	i	0.5	5%
42	Cc1ccc(S(C)(=O)=N/C=C2\C(=O)c3sccc3N(C)S2(=O)=O)cc1 (stereo unspecified)	·	-0.1%	·	-2	691	·	·	·	·	i	0.6	15%
43	Cc1cccc(-n2ncc3c(N(C)C4CCCCC4)ncnc32)c1	·	0.4%	·	-9	721	31	11	·	·	i	1.6	1%
44	CCCCC(=O)Nc1ccc(C(=O)NNC(=O)CCCOc2ccc(Cl)cc2Cl)cc1	0.6%	0.2%	4%	-6	589	-6	-8	4%	1.3	i	0.7	-1%
45	COc1ccc(NC(=O)C(=O)NCCCn2ccnc2)cc1	-0.3%	0.3%	4%	0	734	-19	-11	-2%	1	i	0.0	6%
46	CC(C)n1cc(NC(=O)c2cc(-c3ccccc3)on2)cn1	0.9%	i	13%	·	·	24	29	4%	1.2	i	0.0	-1%
47	CCCCCN1CC(O)=C(c2ccccc2)C1=N	3.1%	-0.2%	7%	0	748	3	5	6%	1.1	i	0.4	0%
48	Cc1ccc(N(C(=O)C(F)(F)F)C(C(=O)NC2CCCCC2)c2cccs2)cc1 (stereo unspecified)	0.2%	4.5%	6%	·	·	0	-29	7%	1	i	0.9	-4%
49	CCOC(=O)CCNC(=O)N1CCCC(C(=O)c2cccc(Cl)c2)C1 (stereo unspecified)	-1.1%	0.6%	1%	-9	689	3	12	6%	1.2	i	0.3	2%
50	Cc1ccc(S(=O)(=O)NCCSC(C)(C)C)cc1	-1.9%	-0.1%	18%	4	788	9	12	10%	1.1	+	5.2*	11%
51	CCOC(=O)C(Cc1ccccc1)NC(C)=O (stereo unspecified)	-2.2%	1.4%	-1%	14	760	4	25	3%	1.1	i	0.7	8%
52	O=C(CSCc1ccco1)c1cccs1	-1.8%	0.0%	9%	·	·	-11	8	8%	1.2	i	0.9	3%
53	O=C(c1ccc(SCc2cccc(Br)c2)c([N+](=O)[O-])c1)N1CCN(c2ccccn2)CC1	-0.4%	0.4%	11%	-7	698	43	46	12%	1	i	0.5	-1%
54	Cc1ccccc1S(=O)(=O)c1c(C)cc(-c2ccccc2)[nH]c1=O	0.3%	1.0%	2%	·	·	-3	9	2%	1.1	i	0.8	6%
55	CCC(=O)n1nc(-c2ccco2)nc1N	0.1%	-0.7%	-8%	·	·	28	17	-1%	1	·	·	7%
56	O=C(CNC(=O)C1CCCCC1)OCC(=O)c1ccc(Cl)s1	0.4%	1.5%	-9%	-7	709	-23	-36	-1%	1.1	i	0.2	0%
